From PubChem BioAssay
CAL PDZ inh: blocks peptide binding to human CAL PDZ domain. purified CAL PDZ, TMR-peptide fluorescence polarization, 1 h. inhibition, % at 20 µM. 330,000 compounds, 0.02% hits;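 active means highest replicate inhibition of at least 40%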;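 further: plate controls were DMSO neutral control wells for no effect and unlabeled competitor peptide control wells for full effect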
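material = purified tagged CAL PDZ domain construct (CerCALP) | buffer or medium = sodium phosphate/NaCl buffer pH 7.4 with TCEP, IgG, Thesit | reagent = TMR-labelled reporter peptide T*-PRC34 bound in PDZ groove | incubation = 1 h room-temperature incubation prior to read | measured by = fluorescence polarization (mP) | evaluation = percent inhibition from loss of millipolarization | control set = unlabelled peptide and DMSO controls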
DAGLB inh: diacylglycerol lipase beta (human) inhibition | Q8NCG7 | HEK293T DAGLB membrane lysate, EnzChek fluorogenic substrate | inhibition, % at 5.17 µM | 340,000 compounds, 0.059% hits; in the data active means inhibition above about 34%;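 further: 0% = enzyme with vehicle and 100% = wells lacking enzyme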
Target sequence (Q8NCG7 whole entry, looked up): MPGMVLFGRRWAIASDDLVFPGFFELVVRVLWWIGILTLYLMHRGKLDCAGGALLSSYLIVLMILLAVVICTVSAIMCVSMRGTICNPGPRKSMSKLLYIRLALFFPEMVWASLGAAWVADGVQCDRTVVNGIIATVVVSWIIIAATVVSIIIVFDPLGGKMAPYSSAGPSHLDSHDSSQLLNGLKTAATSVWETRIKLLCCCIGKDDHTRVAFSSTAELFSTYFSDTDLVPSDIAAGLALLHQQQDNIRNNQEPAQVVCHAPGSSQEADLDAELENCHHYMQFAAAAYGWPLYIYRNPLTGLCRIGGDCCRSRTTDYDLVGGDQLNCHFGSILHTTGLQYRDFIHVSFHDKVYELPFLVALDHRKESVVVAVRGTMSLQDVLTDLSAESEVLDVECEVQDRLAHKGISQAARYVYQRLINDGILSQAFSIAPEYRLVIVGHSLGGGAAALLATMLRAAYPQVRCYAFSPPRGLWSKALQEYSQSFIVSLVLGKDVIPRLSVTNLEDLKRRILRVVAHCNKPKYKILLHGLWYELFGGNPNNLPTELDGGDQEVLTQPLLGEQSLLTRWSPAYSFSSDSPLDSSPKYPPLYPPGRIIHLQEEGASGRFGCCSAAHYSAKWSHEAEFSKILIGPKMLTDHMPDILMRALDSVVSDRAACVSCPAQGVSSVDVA
Rtt109 HAT inh: blocks Candida albicans Rtt109/Vps75 acetyltransferase activity; Q5AAJ8; purified Rtt109/Vps75, ThioGlo CoA-SH fluorescence, 4 h; inhibition, % at 34.9 µM; 330,000 compounds, 0.16% hits;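 active means inhibition of at least 50% in every replicate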
Target sequence (Q5AAJ8 whole entry, looked up): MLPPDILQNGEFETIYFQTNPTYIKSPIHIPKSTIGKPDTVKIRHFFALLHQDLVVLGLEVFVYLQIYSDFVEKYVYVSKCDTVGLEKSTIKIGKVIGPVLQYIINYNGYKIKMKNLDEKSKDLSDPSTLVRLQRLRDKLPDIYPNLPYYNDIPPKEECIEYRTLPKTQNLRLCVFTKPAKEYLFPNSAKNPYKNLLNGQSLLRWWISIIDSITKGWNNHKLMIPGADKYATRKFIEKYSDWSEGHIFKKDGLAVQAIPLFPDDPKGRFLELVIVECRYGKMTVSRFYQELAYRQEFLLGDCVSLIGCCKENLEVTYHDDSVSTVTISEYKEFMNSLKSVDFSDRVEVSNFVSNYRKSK
Wnt act: activators of Wnt/beta-catenin signaling; 300,000 compounds, 1.2% hits; Wnt/beta-catenin reporter cell assay, activator, plate reader; AID 743398; activation, % at 9.35 µM; in the data active means activation above about 30%, passing the limit was not always enough;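 further: 0% = neutral control wells and 100% = positive control wells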
PvdQ inh: P. aeruginosa PvdQ acylase inhibition. inhibition, % at 10 µM. purified PvdQ acylase, fluorescence plate reader. AID 488965. 340,000 compounds, 0.063% hits; in the data active means inhibition above about 30%, passing the limit was not always enough;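 further: 0% = vehicle neutral wells and 100% = reference inhibitor wells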
E coli growth: bacterial growth inhibition, counter-screen for AddAB inhibitors; E. coli V3065 growth, OD600 absorbance, 18 h; AID 449728; 330,000 compounds, 0.27% hits; inhibition, % at 11.9 µM;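 active means inhibition above the campaign's mean inhibition across all tested compounds plus 3 SD, cut at about 9.9% in these data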;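 further: uninfected addAB+ strain grown without phage in ampicillin broth; 0% = DMSO wells and 100% = ciprofloxacin 0.95 µg/ml wells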
PfHsp90 set2: growth inhibition of yeast expressing Plasmodium Hsp90; S. cerevisiae expressing PfHsp90, BacTiter-Glo ATP, 48 h; yeast lacking PDR1 and PDR3 efflux regulators; inhibition, % at 9.4 µM; 310,000 compounds, 0.32% hits;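 active means every replicate shows inhibition above about 80%, whatever the replicate mean, limit read from the data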;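 further: 0% = DMSO neutral controls and 100% = 20 µM radicicol positive controls; yeast relying on Plasmodium falciparum Hsp90 in place of its own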
phage Ecoli inh: E. coli growth loss with phage present | 360,000 compounds, 0.26% hits | inhibition, % at 11.9 µM | growth absorbance; in the data active means inhibition above about 11%
AddAB inh: less growth of phage-infected E. coli with AddAB; E. coli expressing H. pylori AddAB, absorbance growth; inhibition, % at 11.9 µM; 330,000 compounds, 0.29% hits; in the data active means inhibition above about 12%;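 further: 0% = vehicle wells of infected cells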
Tat export inh: inhibitors of E. coli Tat protein transport; E. coli MC4100 TorA-mCherry Tat export, fluorescence; inhibition, % at 10 µM; 340,000 compounds, 0.036% hits; AID 488895;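 active means mean replicate inhibition at least 50% and at least half of replicates individually reaching 50%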;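 further: exported cargo escapes ClpAP degradation while cytoplasmic cargo is degraded and loses fluorescence; 0% = median of neutral control wells and 100% = median of NaSCN control wells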
The depositor's hits bear a star; · = not tested or not shown.

compound,CAL PDZ inh,DAGLB inh,Rtt109 HAT inh,Wnt act,PvdQ inh,E coli growth,PfHsp90 set2,phage Ecoli inh,AddAB inh,Tat export inh
CCNC(=O)CSc1nc2ccccc2c(=O)n1-c1cccc(OC)c1,-0.3,2,-4,-1,-1,0.5,-12,2.5,0.2,-3
O=C(NC1CC1)C1=C[C@@H](c2ccc(Br)cc2)C[C@@H](OCCCCO)O1,-0.1,2,-9,-1,-5,0.2,2,-1.2,0.5,9
CN(C)CCN(C(=O)c1ccc2ccccc2c1)c1nc2c(F)cc(F)cc2s1,-2.9,1,-16,0,-14,0.9,17,4.0,2.1,13
O=c1[nH]c2ccc(S(=O)(=O)N3CCCC3)cc2[nH]1,-1.0,0,-6,-3,5,-2.4,-6,-1.2,1.0,-1
Cc1cccc(NC(=O)[C@H](Cc2c[nH]c3ccccc23)NC(=O)[C@@H]2Cc3ccccc3CN2)c1,0.2,-1,-4,1,-11,-4.0,-16,6.3,1.7,-6
CC(=O)Nc1ccc(OCC(O)Cn2c(CO)nc3ccccc32)cc1 (stereo unspecified),-17,2,-22,-2,-25,2.3,12,3.0,-1.2,1
CC(C)CNC(=S)N(CCCO)Cc1cc2cc3c(cc2[nH]c1=O)OCO3,-0.5,-1,-2,0,-6,-2.1,15,1.6,0.2,1
O=S(=O)(NC1CC1)c1ccc(S(=O)(=O)N2CCCC(c3nc(-c4cccnc4)no3)C2)cc1 (stereo unspecified),·,1,-7,·,-29,-3.1,-14,1.2,-3.1,4
COCCCNC(=O)C1CCC(=O)N1Cc1ccccc1Cl (stereo unspecified),·,1,13,0,-17,1.6,26,2.8,-1.1,3
Cc1c(NC(=O)Nc2ccc([N+](=O)[O-])cc2)c(=O)n(-c2ccccc2)n1C,-1.6,-1,-5,0,-15,-2.5,7,1.3,-1.0,-4
Cc1noc(C)c1CSCC(=O)Nc1nnc(CC(C)C)s1,-2.6,1,-7,4,-5,-0.9,18,2.1,3.9,4
CC(C)=CC(=O)Nc1nc2ccc([N+](=O)[O-])cc2s1,-1.8,1,13,14,10,·,11,1.2,·,11
O=C(CN1C(=O)C2CC=CCC2C1=O)Nc1nc2ccccc2[nH]1 (stereo unspecified),·,-1,1,-3,-18,0.7,-12,2.2,1.6,-7
CCNC(=O)NC(=O)C(C)On1nnc2ccc(S(=O)(=O)N(CC)CC)cc21 (stereo unspecified),-2.1,0,-1,·,-2,-0.5,-12,1.3,1.0,-1
CC(C)(C)S(=O)(=O)N1C[C@@H]2C(=CC[C@H]3C(=O)N(c4ccccc4)C(=O)[C@@H]23)[C@@H]1CCO,-0.6,0,-1,-1,-5,·,13,0.9,·,11
Cc1ccc2nc(COC(=O)c3ccc(Cl)nc3)cc(=O)n2c1,-0.1,0,3,-6,-13,-2.1,9,1.8,2.9,-11
COc1ccc(CC(=O)NCc2ccccc2)cc1S(=O)(=O)N1CCOCC1,-0.7,0,-18,-6,-16,-0.1,3,0.2,1.4,10
Nc1ccc2nc(COc3ccccc3)[nH]c2c1,12,-1,0,10,-5,-0.3,-1,1.5,0.8,-2
Cc1[nH]c(=O)c(C(=O)/C=C/c2ccccc2F)c2c1CCCC2,-0.4,8,-5,-5,-4,-1.1,12,3.2,1.7,-2
Cc1onc(-c2ccccc2)c1CNS(=O)(=O)c1ccccc1[N+](=O)[O-],0.3,-2,-3,0,2,0.8,15,1.4,-1.2,-3
CC1CCCN(C(=O)/C(=C/c2ccco2)NC(=O)c2ccccc2)C1 (stereo unspecified),0.0,1,9,6,4,0.1,-3,-0.7,0.2,2
Cc1ccc(-c2nn3cnnc3c3ccccc23)cc1C,-1.1,-1,19,0,10,-2.2,2,3.6,1.4,6
Cc1cc(C)cc(N2C(=O)CC(N3CCOCC3)C2=O)c1 (stereo unspecified),-1.5,-1,-14,-2,-9,-2.2,1,0.3,1.8,-6
Nc1nc(/C=C/c2ccc(F)cc2)nc(-c2ccccc2O)n1,-0.1,-2,23,1,5,-1.6,-111,3.6,2.4,-5
COc1cccc(CNC(=O)C2CCCN(S(=O)(=O)c3cnc[nH]3)C2)c1 (stereo unspecified),-0.1,-1,5,8,-14,-0.3,1,2.6,2.3,-3
CCN(CCO)C(=O)C12CCC(C)(C(=O)C1)C2(C)C (stereo unspecified),1.4,-2,-5,·,-10,1.1,-14,1.3,-0.5,-1
CCC(=O)OCC(=O)Nc1ncc(C(F)(F)F)cc1Cl,-1.5,3,-9,-6,-9,0.6,-1,1.1,0.3,1
COc1ccccc1CCNC(=O)Cn1ccc2cc(S(=O)(=O)N3CCCC3)ccc21,-2.7,-1,3,-2,2,0.1,-12,0.5,0.3,-2
Cc1nnc(NC(=O)C2CCCN2C(=O)Nc2ccccc2)s1 (stereo unspecified),-2.6,1,12,-3,9,-0.3,-15,2.2,-1.0,2
C/C(=N/NC(=O)CNC(=O)CCc1ccccc1)c1ccc(Cl)c(Cl)c1,-0.7,-2,-4,0,-8,-1.4,-23,-0.1,0.5,21

(listing goes on)
compound,CAL PDZ inh,DAGLB inh,Rtt109 HAT inh,Wnt act,PvdQ inh,E coli growth,PfHsp90 set2,phage Ecoli inh,AddAB inh,Tat export inh
O=C1CCCN1c1ccc(Br)cc1,-1.1,0,-3,·,8,0.4,4,4.0,-1.3,-10
COc1cc([N+](=O)[O-])ccc1NC(=O)CN1CCc2cc(OC)c(OC)cc2C1,0.9,1,10,0,6,·,8,-0.4,·,3
CC1CCC(=O)N(CCOc2ccccc2)CC1 (stereo unspecified),-0.7,3,-4,17,5,-3.1,-17,1.1,3.7,-12
CC(OC(=O)c1ccc2c(=O)n3c(nc2c1)CCCCC3)C(=O)Nc1ccc(Cl)cn1 (stereo unspecified),-2.1,-1,·,-4,-16,-0.4,3,1.4,0.7,3
COC(=O)Cn1c2ccccc2c2nc(=O)cc(C)n21,-1.1,-3,-6,-1,-5,-0.5,-3,2.3,-0.6,2
CN(Cc1c(C(=O)N2CCCCCCC2)nc2ccc(Cl)cn12)C1CCOC1 (stereo unspecified),-2.7,0,3,0,-9,·,-4,1.8,·,-3
CSc1nc(N2CCN(Cc3ccc4c(c3)OCO4)CC2)c2ccccc2n1,-0.9,-13,-9,·,11,-2.0,-6,·,-1.6,6
CC(=O)C1N=NCC1c1ccccc1 (stereo unspecified),-0.2,-1,6,-5,-9,·,-9,0.1,·,10
COCC(C)n1c(SCc2cc(C(=O)OC)c(C)o2)nc2ccccc2c1=O (stereo unspecified),-1.1,-9,-2,0,-1,-2.3,-9,1.2,0.9,13
Cc1cccc(N(C)C(=O)C2CCCN2S(=O)(=O)c2cccc3nsnc23)c1 (stereo unspecified),-0.2,1,30,4,11,0.8,-2,0.5,0.2,3
CNS(=O)(=O)c1ccc(NC(=O)c2ccoc2C)cc1,·,-3,1,-8,-7,-1.1,-21,2.4,-0.7,-4
O=C(N/N=C/c1ccccc1Cl)c1cccc(F)c1,-3.2,-3,7,40*,7,-0.4,-2,1.2,-0.3,-4
COc1ccccc1NC(=O)Nc1nc(CC(=O)N2CCN(c3ccccc3)CC2)cs1,-0.5,6,13,-9,-6,0.7,-6,5.5,1.5,-5
Cc1nc(N2CCN(C(=O)c3cccs3)CC2)c2c3c(sc2n1)CCCC3,-0.8,0,3,·,4,-1.1,2,·,3.3,0
Cc1cccc(N(C(=O)CCC(=O)Nc2cc(C)on2)C(C(=O)NC2CCCC2)c2cccnc2)c1 (stereo unspecified),-1.8,-2,9,-1,-10,-0.9,7,3.3,-0.2,6
Cc1ccc(NS(=O)(=O)c2cccc3nsnc23)cc1[N+](=O)[O-],0.0,-5,5,1,7,-0.6,47,1.6,-0.9,5
CCn1c(CNc2ccccc2Cl)nnc1SCCN1CCCCC1,-1.6,-2,8,-7,-19,-1.3,·,0.6,0.6,5
Cc1cc(C)c(NC(=O)c2ccc3c(c2)CCN3S(C)(=O)=O)c(C)c1,-0.6,-2,0,0,-11,-0.2,-11,0.5,-0.7,-3
O=C(NNC(=O)c1ccc(Br)cc1)c1ccncc1,-1.4,0,-6,-1,-14,0.2,-3,1.2,2.7,-5
Cc1cccc(NC(=O)CSc2nc(C3CC3)nc3ccccc23)c1,-1.9,-7,12,-4,-9,0.2,-9,2.2,3.3,5
O=C(CN1C(=O)COc2ccccc21)NCCCN1CCc2ccccc2C1,-2.6,0,-1,1,-10,-0.4,10,2.3,0.9,1
CCOC(=O)/C(C#N)=C\C=C1C=CN(C)C=C1,0.1,-7,-2,0,10,-0.2,6,2.5,3.6,-4
CCCCN(CC)CCCNC(=O)c1ccc(CSc2nc3ccncc3[nH]2)cc1,-2.3,0,0,1,-5,-2.8,-5,4.0,3.0,1
COc1ccc2nc3cc(Cl)ccc3c(Nc3cc(CN4CCCC4)c(O)c(CN4CCCC4)c3)c2n1,·,·,·,5,·,1.8,·,3.6,0.2,·
CC(C)(C)OC(=O)N1CCC[C@@H]1C(=O)N1CCC(C(=O)O)CC1,0.9,-1,2,·,-8,3.8,-8,2.2,5.5,0
COc1ccc(NC(=O)Cn2c(-c3ccccc3)cn(-c3ccc(C)cc3)c2=O)cc1,-2.1,1,-1,·,-11,-1.4,·,-2.3,2.2,1
Cc1cc(C)nc(/N=C(\N)Nc2cccc([N+](=O)[O-])c2)n1,0.5,-5,3,0,-10,1.0,-37,4.8,4.8,9
COc1ccc(C(=O)N/C(=C/c2ccco2)C(=O)N2CCCCCC2)cc1,-2.7,4,14,0,-5,-0.2,23,5.5,0.2,1
CC(=O)Nc1ccc2sc(NC(=O)CN3CCOCC3)nc2c1,-0.9,-1,-4,1,-11,·,14,1.9,·,-1
CCn1c(SCC#N)nc2c(c1=O)C1(CCCC1)Cc1ccccc1-2,-0.8,-13,2,·,-3,2.8,·,0.9,4.7,13

In the list so far, 2 have a cyano group.
compound,CAL PDZ inh,DAGLB inh,Rtt109 HAT inh,Wnt act,PvdQ inh,E coli growth,PfHsp90 set2,phage Ecoli inh,AddAB inh,Tat export inh
CCOC(=O)/C(C#N)=C\C=C1C=CN(C)C=C1,0.1,-7,-2,0,10,-0.2,6,2.5,3.6,-4
CCn1c(SCC#N)nc2c(c1=O)C1(CCCC1)Cc1ccccc1-2,-0.8,-13,2,·,-3,2.8,·,0.9,4.7,13

(next part)
compound,CAL PDZ inh,DAGLB inh,Rtt109 HAT inh,Wnt act,PvdQ inh,E coli growth,PfHsp90 set2,phage Ecoli inh,AddAB inh,Tat export inh
CC1NC(=O)N(C)[C@@H]2NC(=O)N(C)C(c3ccc([N+](=O)[O-])cc3)[C@@H]12 (stereo partly specified),-1.4,-3,-8,-2,-12,-0.2,-13,1.8,-1.3,6
O=C(CNS(=O)(=O)c1ccc(Cl)cc1)OCC(=O)N1CCCc2ccccc21,-0.2,0,-6,1,-9,0.8,-4,-0.5,-0.1,-2
CC(C)N=C(Nc1ccc(Cl)cc1)c1cccnc1,-1.2,-1,1,·,-13,0.8,5,2.5,2.1,2
COC(=O)C1=C(C(=O)OC)C(C(=O)OC)C(C(=O)OC)C(C(=O)OC)(C(=O)OC)C(C(=O)OC)=C1C(=O)OC (stereo unspecified),0.2,3,1,-3,3,·,27,2.5,·,-2
Cc1ccc(NC(=O)c2ccco2)nc1,-0.3,1,1,16,-20,·,·,1.4,·,9
